Screens as filed in PubChem.
TGFb SMAD3 inh: qHTS for Inhibitors of TGF-b; HepG2 CAGA-GFP TGF-b/SMAD3 reporter, GFP fluorescence, 18 h; TGF-beta stimulated, 500 pg/mL final; actives 1.2% (n = 410,000); Potency, µM (highest dose often 46.1 µM), for inactives: top-dose activity, negative = inhibition, hits mostly inhibitors; further: potency means the concentration at half of the fitted maximal effect; on the % scale 0 is the no-effect control and ±100 the full control effect; nearly all actives have a fitted effect of over 65% in size
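Cell-based qHTS in HEPG2 carrying a CAGA-GFP Smad reporter; compounds added before 500 pg/mL final TGF-beta, 18 h incubation at 37 degrees C, GFP fluorescence quantified per cell by imaging cytometry.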
Akt phos inh: HTS Assay for Inhibitors of Akt Phophorylation: Primary Screen; AID 651550, 2012; activity change, % for hits at 50 µM; actives 0.32% (n = 360,000); Neuro2A IGF-stimulated pAkt S473 HTRF, 20 min; hits give low values; in the data active means activity change below about -80%; inconclusive means mostly about -51% to -80%; further: on the % scale 0 is the no-effect control and ±100 the full control effect
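Neuro2A cells in DMEM with 0.5% FBS, overnight at 37 deg C, given compound at single 50 µM final, then IGF (6 nM final) for 20 min at 37 deg C. Lysed; phospho-Akt Ser473 by HTRF after 24 h, 665/615 ratio.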
Mm-Cpn inhibitor: Inhibitors of TCP-1 ring complex (TRiC) of Methanococcus maripaludis (MmCpn): qHTS. purified Mm-Cpn ATPase, ADP Transcreener TR-FRET. Potency, µM (highest dose often 76.9 µM), inactives show top-dose activity, negative = inhibition, actives largely listed as inhibitors. actives 0.031% (n = 330,000). AID 504842, 2011; further: potency means the concentration at half of the fitted maximal effect; on the % scale 0 is the no-effect control and ±100 the full control effect; nearly all actives have a fitted effect of over 80% in size
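Compound-treated chaperonin, 25 nM final, turns over 10 uM ATP at 37°C for 30 min following a 10 min preincubation; ADP generated competes with ADP-d2 for Eu-cryptate antibody, lowering FRET.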
A549 tox: Nrf2 qHTS screen for inhibitors: counterscreen for cytotoxicity; A549 ARE-Fluc cells, CellTiter-Fluor viability, 18-24 h; Potency, µM (doses to about 46 µM), for inactives: top-dose activity change, negative = cytotoxicity, actives largely listed as inhibitors; actives 0.16% (n = 390,000); AID 504648, 2011; further: potency means the concentration at half of the fitted maximal effect; on the % scale 0 is the no-effect control and ±100 the full control effect
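Cytotoxicity counterscreen: CellTiter-Fluor fluorescence was measured in A549 ARE_Fluc cells after 18-24 h of compound exposure in a concentration series. The subsequent BugLite luminescent read reports ARE-luciferase activity.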
CCT chaperon mod: High-Throughput Screening for Modulators of Cytosolic Chaperonin Activity | actives 0.3% (n = 360,000) | activity change, % (no concentration beside the values), hits read low | purified chaperonin ATPase assay, HTRF ADP detection, 30 min; in the data active means activity change below about -30%; further: on the % scale 0 is the no-effect control and ±100 the full control effect
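TRiC at 40 or 20 nM final (batch-dependent) in 30 mM Tris pH 7.4, 100 mM KCl, 5 mM MgCl2, 1 mM DTT, with compound at single 76 uM and 10 uM ATP, 30 min at 37 deg C. ADP detected by HTRF Transcreener, 665/615 ratio.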
EPAC2 agonist: qHTS for Agonist of cAMP-regulated guanine nucleotide exchange factor 4 (EPAC2): primary screen; EPAC2 activation, biochemical qHTS; response scale: 100% = 6.5 mM cAMP response; Potency, µM (highest dose often 154 µM), inactives show top-dose activation, hits mostly activators; Rap guanine nucleotide exchange factor 4 (Homo sapiens), Q8WZA2; AID 720711, 2013; actives 0.079% (n = 360,000); further: potency means the concentration at half of the fitted maximal effect; nearly all actives have a fitted effect of over 50% in size
Target sequence (Q8WZA2 whole entry, looked up): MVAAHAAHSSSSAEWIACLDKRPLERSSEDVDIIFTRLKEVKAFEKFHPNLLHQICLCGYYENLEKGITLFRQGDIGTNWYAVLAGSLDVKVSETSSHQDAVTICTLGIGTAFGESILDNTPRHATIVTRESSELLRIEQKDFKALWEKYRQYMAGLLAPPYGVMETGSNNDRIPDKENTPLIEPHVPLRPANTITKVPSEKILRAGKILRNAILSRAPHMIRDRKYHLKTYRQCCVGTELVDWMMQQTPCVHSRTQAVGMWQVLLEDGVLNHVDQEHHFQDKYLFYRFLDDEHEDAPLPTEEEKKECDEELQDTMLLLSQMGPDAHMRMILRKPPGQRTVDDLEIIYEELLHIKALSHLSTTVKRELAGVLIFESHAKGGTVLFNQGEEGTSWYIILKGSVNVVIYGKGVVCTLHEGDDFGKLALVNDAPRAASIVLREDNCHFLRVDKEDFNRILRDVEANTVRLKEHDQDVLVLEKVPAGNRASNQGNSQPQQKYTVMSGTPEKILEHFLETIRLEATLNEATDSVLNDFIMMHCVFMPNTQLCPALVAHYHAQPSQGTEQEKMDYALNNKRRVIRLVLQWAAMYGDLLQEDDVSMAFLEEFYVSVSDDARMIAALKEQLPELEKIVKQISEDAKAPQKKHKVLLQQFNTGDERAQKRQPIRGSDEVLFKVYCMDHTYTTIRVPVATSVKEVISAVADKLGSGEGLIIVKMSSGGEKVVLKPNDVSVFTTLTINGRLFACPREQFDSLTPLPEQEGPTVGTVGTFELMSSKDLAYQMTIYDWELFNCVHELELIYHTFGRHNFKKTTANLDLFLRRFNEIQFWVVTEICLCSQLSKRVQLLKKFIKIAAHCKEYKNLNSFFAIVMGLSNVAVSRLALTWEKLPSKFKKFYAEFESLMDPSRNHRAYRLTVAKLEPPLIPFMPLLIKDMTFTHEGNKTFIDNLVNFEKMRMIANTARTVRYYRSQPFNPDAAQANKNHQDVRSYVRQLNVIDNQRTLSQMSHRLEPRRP
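Guanine nucleotide exchange by EPAC2 is measured as reduced fluorescence of BODIPY-GDP once it is released from 250 nM Rap1B. Plates are read kinetically for 30 min at room temperature; results are scaled to 6.5 mM cAMP.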
Nrf2 activator: qHTS of Nrf2 Activators. AREc32 ARE-luciferase reporter (MCF7-derived line), luminescence, 24 h. Potency, µM (highest dose often 46.1 µM), for the others: top-dose activation, actives largely listed as activators. actives 0.31% (n = 410,000). AID 624171, 2012; further: potency means the concentration at half of the fitted maximal effect; % of control where 0% means no effect; nearly all actives have a fitted effect of over 65% in size
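For detection, Steady-Glo was added and plates sat 30 min at RT; before that, AREc32_Fluc cells grown overnight in OPTI-MEM/5% FBS had been treated with 23 nL compound for 24 hr at 37 deg C.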
EPAC2 antagonist: qHTS for Antagonist of cAMP-regulated guanine nucleotide exchange factor 2 (EPAC2): primary screen | actives 0.18% (n = 360,000) | Potency, µM (titrated, usually from 114 µM), for inactives: at the top dose activity, negative = inhibition, hits mostly inhibitors | EPAC2 GEF exchange of Rap1B-BODIPY-GDP, fluorescence; further: potency means the concentration at half of the fitted maximal effect; on the % scale 0 is the no-effect control and ±100 the full control effect; nearly all actives have a fitted effect of over 45% in size; many of its hits are not listed in these tables
Nrf2 block: Nrf2 qHTS screen for inhibitors; A549 ARE-Fluc reporter, luciferase luminescence, 18-24 h; Potency, µM (top dose mostly 46 µM), inactives show at the top dose activity change, negative = inhibition, actives largely listed as inhibitors; actives 2.1% (n = 360,000); AID 504444, 2011; further: potency means the concentration at half of the fitted maximal effect; on the % scale 0 is the no-effect control and ±100 the full control effect; nearly all actives have a fitted effect of over 60% in size
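A549 ARE_Fluc cells, 5000/well, 5% FBS OPTI-MEM; compounds in dose-response, 18-24 h at 37 °C/5% CO2; CellTiter-Fluor viability read (Ex 405/Em 525), then BugLite luciferase luminescence = Nrf2 activity.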
Numbers without * were called inactive; i = inactive; ? = inconclusive; nt = no result given; [ ] = another dose, or the depositor's remark. Unless noted, the call rests on the fitted dose curve; in most records, active means well fitted curve in the direction sought with a large enough effect; inconclusive means small, poorly fitted or top-dose-only effect, or another doubt; inactive means no such curve, though single readings can be large; an effect the other way counts as inactive or inconclusive. Not all compounds are listed, so the mix of outcomes need not match the whole.

SMILES | TGFb SMAD3 inh | Akt phos inh | Mm-Cpn inhibitor | A549 tox | CCT chaperon mod | EPAC2 agonist | Nrf2 activator | EPAC2 antagonist | Nrf2 block
COc1cc2c(C(=O)NCCCN3CC(C)CC(C)C3)cn(CC(C)C)c(=O)c2cc1OC (stereo not given) | 8.0% | i | 0.1% | -0.3% | -0.5 | 2.1% | 4.4% | 5.9% | 1.6%
O=C(Nc1ccc(Cl)cn1)c1ccc(Br)c(S(=O)(=O)N2CCCCC2)c1 | 1.5% | i | 0.3% | -11.3% | -6.0 | 13.3% | -0.6% | 3.4% | -3.8%
Fc1cccc(Cl)c1CNCc1cccnc1 | 34.5%[activator] | i | -10.9% | -0.1% | 1.1 | 8.9% | 0.6% | 6.2% | -11.9%
CCc1nnc(NC(=O)c2cnccn2)s1 | -6.1% | i | -0.2% | 0.2% | -2.1 | -4.4% | 0.3% | 8.8% | 1.4%
COc1cc(S(=O)(=O)NC2CCCCC2)ccc1Cl | ? | -118.8%* | 0.2% | -0.3% | 2.1 | -0.5% | 0.0% | -11.6% | nt
Cc1cccc(OCC(=O)N2CCc3ccccc3C2)c1C | 12.7% | i | nt | nt | 0.7 | 2.0% | 3.0% | -26.2% | nt
O=C(NC1CC1)C1CC(=O)N(c2cccc(Cl)c2Cl)C1 (stereo not given) | -2.5% | i | 1.5% | -0.2% | -0.9 | 4.9% | -0.6% | -16.5% | 5.4%
CC(=O)N1CCCc2cc(S(=O)(=O)NC(C(=O)NCc3ccc(C)cc3)C(C)C)ccc21 (stereo not given) | 2.0% | i | -2.3% | nt | -3.2 | -0.1% | -0.4% | 15.1% | 17.1%
COC(=O)c1c(NC(=O)C2(C)Cc3ccccc3C(=O)O2)sc2c1CCCC2 (stereo not given) | -4.1% | i | 1.1% | 2.5% | -2.3 | 18.7% | 0.0% | -10.7% | ?
CC1(C)CC(=O)C(C=NCCN2CCN(CC(=O)Nc3ccccc3)CC2)=C(O)C1 | 15.1% | i | -6.7% | -0.1% | -1.9 | 11.9% | -0.7% | 2.9% | 3.5%
CCOC(=O)c1cc2c(=O)n3ccccc3nc2n(C(C)C)c1=NC(=O)c1ccco1 | -0.4% | i | -0.6% | -9.8% | 0.7 | 12.3% | 12.6% | -17.1% | 1.1%
Nc1ccc2c(c1)C(=O)c1cc(Cl)c(Cl)cc1-2 | 2.0% | i | nt | 0.1% | -1.6 | 1.3% | 4.5% | 0.1% | 17.3%
CC(C)NS(=O)(=O)c1ccc(CCC(=O)N2CCCCC2)cc1 | 16.7% | i | 0.4% | -1.2% | -2.0 | 3.2% | 0.0% | 4.1% | -0.9%
[O-][n+]1onc2c1CCc1c-2nn(-c2ccccc2Cl)[n+]1[O-] | ? | i | 2.4% | -3.0% | 1.4 | 11.8% | ? | 4.5% | ?
CCOc1nc(S(=O)(=O)c2ccc(C)cc2)c(Cl)s1 | -5.1% | i | -8.7% | -11.6%[1.84 µM] | 0.9 | 6.0% | 0.3% | -17.5% | -13.7%
COc1ccc(OC)c(C(C)NC(=O)Cn2c(=O)cc(C)c3c(C)nn(-c4ccc(C)cc4)c32)c1 (stereo not given) | -12.4% | nt | nt | 8.1% | nt | nt | 0.0% | nt | 3.8%
CCOC(=O)Nc1sc2c(c1C#N)CCC(C)C2 (stereo not given) | 5.9% | i | 3.9% | 3.4% | 0.1 | -0.6% | 8.8% | 6.2% | nt
COc1ccc(S(=O)(=O)/N=C2\C=C(Nc3ccc(O)cc3)C(=O)c3ccccc32)cc1 | 0.794µM* | i | -10.2% | ? | 0.9 | 20.1% | -2.2% | -20.5% | ?
C/C(=N\Nc1nccnc1Cl)c1ccc(Br)cc1 | ? | i | -2.0% | 0.0% | -1.0 | 5.1% | 11.2µM* | -3.8% | 12.8%
CC(=O)Nc1ccc(C(=O)NNC(=O)CCc2ccccc2)cc1 | 4.9% | i | 0.4% | 11.0% | 2.7 | 10.4% | -0.7% | 14.8% | 2.3%
O=C(NCc1ccccc1Cl)C1CCC(=O)N(C2CC2)C1 (stereo not given) | 7.9% | i | 3.8% | 0.3% | -2.8 | 6.4% | 3.8% | -1.5% | ?
Cc1ccc(N(CCC#N)C(=O)COC(=O)C2=COCCO2)cc1 | -10.5% | i | 0.6% | 6.1% | 0.6 | -1.2% | 0.0% | -6.8% | 16.4%
COc1cc(OC)cc(-c2c(-c3cccs3)c3cc(-c4ccc(OC)c(OC)c4)ccc3n2C)c1 | -7.5% | i | ? | 4.4% | -6.6 | -1.2% | 0.5% | 6.6% | -10.9%
CCN1C=CC2=C(C#N)C(N)C(C#N)(C#N)C(c3ccccc3C(F)(F)F)C2C1 (stereo not given) | 13.1% | i | -0.8% | -17.8% | -2.5 | -19.4% | 4.3% | -18.5% | -8.4%
Clc1cccc(Cl)c1C[n+]1cccc2ccccc21 | -12.1% | i | nt | -13.5% | -0.5 | 7.5% | -1.0% | 7.0% | 4.11µM*

Entries listed above shown as hits in Nrf2 activator:
mol	TGFb SMAD3 inh	Akt phos inh	Mm-Cpn inhibitor	CCT chaperon mod	EPAC2 agonist	Nrf2 activator	EPAC2 antagonist
C/C(=N\Nc1nccnc1Cl)c1ccc(Br)cc1	?	i	-2.0%	-1.0	5.1%	11.2µM*	-3.8%

More structures follow:
SMILES | TGFb SMAD3 inh | Akt phos inh | Mm-Cpn inhibitor | A549 tox | CCT chaperon mod | EPAC2 agonist | Nrf2 activator | EPAC2 antagonist | Nrf2 block
CCN1C(=O)[C@H]2[C@@H](c3ccc(C)cc3)N3C(=O)N(c4cccc(Br)c4)C(=O)[C@@]3(CC(C)C)[C@H]2C1=O | -13.6% | i | 1.9% | -10.4% | 1.5 | 1.5% | 5.6% | 9.4% | ?
Cc1cccc(NC(=O)CCN2CCOCC2)c1 | -21.0% | i | -2.2% | 9.4% | 0.3 | 8.6% | 0.2% | -21.7% | -9.3%
CCN=c1sc(C(=O)Nc2ccccc2)c(C)n1CC | 1.7% | i | -1.5% | 1.5% | -24.8 | 10.0% | -0.1% | -2.3% | 21.3%
O=C(CC1C(=O)NCCN1Cc1ccccc1C(F)(F)F)NC1CCC1 (stereo not given) | 9.9% | i | 2.0% | -0.1% | -1.9 | 12.2% | 1.4% | -3.8% | ?
CC(=O)Nc1nc(CCC(C)C)cc2c1c(=O)oc1ccccc12 | -4.1% | i | 1.7% | 3.7% | -2.5 | -2.1% | 3.0% | -0.6% | -17.3%
Cn1c(=O)c2c(ncn2CC(=O)OCC(=O)NC(c2ccccc2)c2ccccc2)n(C)c1=O | -0.9% | i | 1.6% | -2.3% | 1.2 | 1.7% | 0.0% | -3.6% | 8.7%
CCOC(=O)N1CCN(C(=O)C2CCCN(S(=O)(=O)c3c(C)cc(C)cc3C)C2)CC1 (stereo not given) | -10.1% | i | -26.8% | -1.7% | -0.2 | 1.4% | -0.2% | -0.3% | -21.4%
COc1c(O)cccc1[C@H](O)C1CCN(CCc2ccc(F)cc2)CC1 | 33.4%[activator] | nt | nt | 3.8% | nt | 4.7% | -2.1% | 2.5% | 7.8%
CN(CC1CCN(CCc2cccc(C(F)(F)F)c2)CC1)C(=O)c1ccccc1 | -21.7% | i | 1.1% | 0.5% | -1.5 | 6.9% | -0.7% | -3.8% | 5.5%
CC(=O)c1ccc(S(=O)(=O)N2CCN(C)CC2)cc1 | -7.2% | i | 2.0% | -0.4% | -0.3 | 5.9% | -0.2% | 0.9% | -16.4%
CCc1c(C)nc2ncnn2c1N1CCCC(C(=O)Nc2cc(F)ccc2C)C1 (stereo not given) | 9.2% | i | -1.9% | -0.6% | 0.3 | 6.0% | -0.2% | 1.6% | nt
O=C(C1CC(=O)N(c2ccc(F)c(Cl)c2)C1)N1CCOCC1 (stereo not given) | 0.1% | i | nt | nt | -1.0 | -4.8% | -0.1% | 6.3% | nt
CCOc1ccc(CCNC(=O)Cn2c(-c3cccs3)cc3cc(F)ccc32)cc1OCC | ? | nt | nt | -13.5% | nt | nt | 0.6% | nt | ?
Cc1ccc(NC(=O)C2=CC=CN3CCS(=O)(=O)N=C23)cc1 | 7.9% | i | 0.2% | 9.0% | -1.5 | 4.5% | 3.3% | 0.2% | 2.7%
O=C(Nc1cccc2cccnc12)c1ccc(Br)o1 | 0.7% | i | 0.0% | 1.6% | 0.9 | 11.5% | ? | -2.2% | -10.3%

2 entries from above, with each value named:
Cc1cccc(NC(=O)CCN2CCOCC2)c1
  TGFb SMAD3 inh = -21.0%; Akt phos inh = i; Mm-Cpn inhibitor = -2.2%; A549 tox = 9.4%; CCT chaperon mod = 0.3; EPAC2 agonist = 8.6%; Nrf2 activator = 0.2%; EPAC2 antagonist = -21.7%; Nrf2 block = -9.3%
CN(CC1CCN(CCc2cccc(C(F)(F)F)c2)CC1)C(=O)c1ccccc1
  TGFb SMAD3 inh = -21.7%; Akt phos inh = i; Mm-Cpn inhibitor = 1.1%; A549 tox = 0.5%; CCT chaperon mod = -1.5; EPAC2 agonist = 6.9%; Nrf2 activator = -0.7%; EPAC2 antagonist = -3.8%; Nrf2 block = 5.5%

As entered above.
COc1cc2c(C(=O)NCCCN3CC(C)CC(C)C3)cn(CC(C)C)c(=O)c2cc1OC (stereo not given) in EPAC2 agonist shows 2.1%
C/C(=N\Nc1nccnc1Cl)c1ccc(Br)cc1 in EPAC2 agonist shows 5.1%
